High-throughput results as filed in PubChem.
TLR9-MyD88 block = inhibitors of TLR9-MyD88 association in cells, primary screen, cell-based, CHO, BLA complementation, fluorescence; Toll-like receptor 9 (Homo sapiens) + Myeloid differentiation primary response protein …; CCF4 FRET ratio; inhibition, % at 4.98 µM; 340,000 compounds, 0.21% hits; AID 504734, 2011;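 active = inhibition above the mean over all tested compounds plus 3 SD, cut at about 21% in these data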;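 also: 0% = DMSO only wells and 100% = clavulanate BLA inhibitor control wells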
SRC3 inh = SRC3 coactivator transcriptional activity inhibitors, primary screen, cell-based, luminescence | Nuclear receptor coactivator 3 (Homo sapiens), Q9Y6Q9 | 360,000 compounds, 0.17% hits | AID 588352, 2011 | inhibition, % at 3.6 µM | HEK293 GAL4-SRC3 luciferase reporter;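 active = inhibition above a per-campaign cutoff, the mean of all compounds plus 3 SD, cut at about 60% in these data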;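 also: 0% = DMSO-treated cells and 100% = gossypol-treated cells at 36 µM; higher means less SRC3-driven luciferase light from the GAL4 reporter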
TWEAK-Fn14 inh = inhibitors of TWEAK-Fn14 signaling, primary screen, luciferase reporter cells, uHTS; TWEAK-stimulated Fn14 reporter cells, luciferase luminescence, 8 h; inhibition, % at 10 µM; 360,000 compounds, 2% hits; in the data active = inhibition above about 50%
NOD2-RIPK2 inh = NOD2-RIPK2 binding disruptors in cells, primary screen, fluorescence, CHO cells, BLA complementation. inhibition, % at 4.98 µM. AID 624267, 2012. 360,000 compounds, 0.38% hits. Receptor-interacting serine/threonine-protein kinase 2 (Homo sapiens), O43353. CCF4 ratio; in the data active = inhibition above about 21%;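 also: 0% = vehicle only and 100% = reference blocker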
NR5A2 inv ag = LRH-1 (NR5A2) inverse agonists, primary screen, cell-based, luminescence, HEK293T, StAR-luciferase reporter. LRH-1 transfected, 24 h. inhibition, % at 3.6 µM. 360,000 compounds, 0.13% hits;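 active = inhibition above the mean inhibition of all tested compounds plus 3 SD, cut at about 73% in these data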;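 also: 0% = DMSO wells and 100% = reporter-only cells lacking LRH-1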
SRC2 inh = inhibition of GAL4-SRC2 driven luciferase reporter, primary screen, SRC2 inhibitor project, cell-based, luminescence | Nuclear receptor coactivator 2 (Homo sapiens), Q15596 | 370,000 compounds, 0.17% hits | inhibition, % at 9 µM | HEK293 GAL4-SRC2 luciferase reporter;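 active = inhibition above the mean inhibition of all tested compounds plus 3 SD, set per campaign, cut at about 52% in these data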;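 also: 0% = DMSO treated cells and 100% = cells given Gossypol at 36 µM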
NCOA1 inh = SRC1 coactivator transcriptional activity inhibitors, primary screen, cell-based, luminescence; Nuclear receptor coactivator 1 (Homo sapiens), Q15788; HEK293 GAL4-SRC1 luciferase reporter; inhibition, % at 3.6 µM; 360,000 compounds, 0.12% hits; AID 588354, 2011;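 active = inhibition above the campaign mean plus 3 SD, with each screening campaign given its own cutoff, cut at about 60% in these data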;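 also: 0% = DMSO treated cells and 100% = gossypol at 36 µM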
ABHD5 PLIN5 PPI = ABHD5-PLIN5 interaction inhibitors, primary screen, cell lysate, split luciferase complementation, luminescence; Perilipin-5 (Homo sapiens) + 1-acylglycerol-3-phosphate O-acyltransferase ABHD5 (Homo …; Split G. princeps luciferase complementation, 4 h; inhibition, % at 4 µM; 360,000 compounds, 0.78% hits; AID 602281, 2012;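 active = inhibition above the mean inhibition across every tested compound plus 3 SD, cut at about 22% in these data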;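 also: 0% = DMSO only wells and the 100% control is not disclosed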
Granule exo inh = LAMP-1 surface exposure blockers, TALL-104 cells – cell-based, flow cytometry, MLPCN library, primary screen; TALL-104 LAMP-1 surface exposure; cells stimulated with thapsigargin and PMA; inhibition, % at 10 µM; 360,000 compounds, 0.66% hits;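 active = inhibition above about 55%, limit read from the data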
NR2F2 inh = NR2F2 transcriptional activity inhibitors, primary screen, cell-based, luciferase reporter, HEK293T, luminescence. COUP transcription factor 2 (Homo sapiens), P24468. HEK293T NGFI-A luciferase reporter. inhibition, % at 8.6 µM. 370,000 compounds, 0.7% hits;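 active = inhibition above a per-plate cutoff, mean inhibition of test wells between control levels plus 3 SD, cut at about 38% in these data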;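 also: cells cotransfected with COUP-TFII expression vector driving the NGFI-A reporter; 0% = median of COUP-TF2 test wells and 100% = reporter-only cells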
TROY signal inh = inhibitors of TROY-driven NF-kB signaling, primary screen, Q293 LMP1-TROYcd cells, NF-kB luciferase, uHTS; Q293 LMP1-TROYcd NF-kB luciferase reporter, 4 h; inhibition, % at 10 µM; 360,000 compounds, 0.98% hits; AID 1347056, 2019;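 active = compounds whose plate-normalised and pattern-corrected inhibition of the luciferase reporter signal at the single screening dose is 50% or more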
* = called active by the depositor; · = no result given.

Sequence of screens – NR5A2 inv ag	SRC2 inh	Granule exo inh	NCOA1 inh	SRC3 inh	TROY signal inh	NOD2-RIPK2 inh	TWEAK-Fn14 inh	NR2F2 inh	TLR9-MyD88 block	ABHD5 PLIN5 PPI
COc1ccc2c(c1)C(C)=CC(C)(C)N2C(=O)CSc1nnc(-c2ccc(C)cc2)o1
→ -2	12	-2	-6	11	2	-14	-1	-10	-12	-6
CN1C[C@@H]2[C@@H]3C(=O)N(Cc4ccccc4)C(=O)[C@@H]3[C@](C)(C1=O)N2C(=O)c1ccc(Br)cc1
→ -12	-5	5	-14	8	-20	1	0	13	4	-1
CCc1nc2ccc(C(=O)NCCCN3CCCC3=O)cn2c1N(CC)Cc1cccc(Br)c1
→ -11	-7	0	0	2	-5	-3	2	-3	·	0
COc1ccc(Cc2c(-c3cccc(Cl)c3)nc3ccc(Cl)cn23)c(C)c1
→ -18	-29	2	-22	-26	-43	-4	4	-44	·	-5
CCNC(=O)CSc1nnc(-c2cccc(S(=O)(=O)N3CCOCC3)c2)o1
→ 4	-18	1	-19	-26	-6	0	-1	23	2	6
O=C(CN1CCC(NC(=O)C2CC2)CC1)Nc1cccc(F)c1
→ 19	5	-11	15	0	-1	-3	2	9	-5	-3
Cc1ccccc1C1=N/C(=C/c2cccs2)C(=O)O1
→ -7	21	-4	-9	10	-20	-11	4	-12	-3	4
COc1ccc(N(C)C(=O)c2oc(=O)c3ccccc3c2-c2ccccc2)c(OC)c1
→ 8	-1	6	12	25	5	-4	11	3	-10	-1
COC(=O)C1CCN(C(=O)c2ccccc2NC(C)=O)CC1
→ 5	-30	0	-32	13	-10	3	-3	5	1	-1
Nc1ncnc2c1ncn2[C@@H]1O[C@H](CNCc2ccc(OCc3ccccc3)cc2)[C@@H](O)[C@H]1O
→ -22	-44	0	-28	-46	48	0	10	-8	-4	-2
Cc1ccc(C)c(S(=O)(=O)N2CCN(C(=O)c3n[nH]c(=O)c4ccccc34)CC2)c1
→ 3	-10	20	2	7	-3	-15	3	-14	5	2
Cc1cc(C(=O)Nc2ccc(Br)cc2)cs1
→ -86	-92	0	-86	-72	-34	2	-4	-40	-2	2
C=CCNC(=O)CSc1nnc(-c2cccc(S(=O)(=O)N3CCOCC3)c2)o1
→ -8	17	-3	0	-10	0	0	13	-8	3	-7
O=C(NCc1ccncc1)c1cccc(NS(=O)(=O)c2ccc(F)c(F)c2)c1
→ -1	-3	-3	11	-12	5	0	20	3	-4	5
O=[N+]([O-])c1cc(C(F)(F)F)ccc1N1CCCNCC1
→ -10	9	-3	2	-4	10	0	13	9	0	3
O=C(c1ccccc1[N+](=O)[O-])N1CCN(Cc2ccc3c(c2)OCO3)CC1
→ 6	4	0	6	6	-1	3	-6	-4	1	5
CCCn1c(C)cc(/C=C(\C#N)C(=O)OCC(=O)N(C)c2c(N)n(Cc3ccccc3)c(=O)[nH]c2=O)c1C
→ 8	-14	-18	-29	-8	-5	-2	-4	0	0	-10
O=C(CN1C(=O)c2cccc3cccc1c23)NC1CCCC1
→ -12	-20	0	15	-23	-4	-7	-11	-30	8	-9
COc1ccccc1N1CCN(C(=O)c2cc3c(=O)n4cccc(C)c4nc3s2)CC1
→ 16	9	4	-2	-2	-10	5	-22	-19	4	-8
COc1ccc(OC)c2sc(NC(=O)C3=COCCO3)nc12
→ -11	-26	7	-8	-27	-21	-8	3	-27	9	38*
CN(C)/C=N/c1c(C#N)cnn1C
→ -4	4	3	11	11	11	-12	22	-6	-3	2
CCOC(=O)c1c(NC(=S)SC)sc(C(=O)N2CCc3ccccc3C2)c1C
→ 16	-35	7	-11	-27	26	8	5	-19	-1	-8
COC(=O)c1ccccc1NC(=S)NC(=O)c1ccccc1
→ 0	-26	2	3	9	·	-5	84*	-1	3	1
FC(F)Oc1ccc(-n2cc(-c3ccccc3)[n+]3c2CCCCC3)cc1
→ 14	-18	8	-6	21	-2	3	5	23	-9	-2
CCCn1c(S(=O)(=O)O)nc2ccccc21
→ 13	6	6	-14	-5	-14	2	8	7	5	10
Cc1ccc(S(=O)(=O)NCC(=O)OC(C)C(=O)c2ccccc2)cc1 (stereo not given)
→ -12	-13	-2	-11	3	-19	5	5	-6	-15	-1
Cc1ccccc1C(=O)NCCCNC(=O)c1ccco1
→ 4	-8	1	9	-6	14	-6	30	-3	-7	3
C#CCn1c(=NC(=O)CN2C(=O)CCC2=O)sc2cc(S(N)(=O)=O)ccc21
→ 10	8	-5	-5	-10	1	0	3	6	-15	3
O=S(=O)(c1ccccc1)N1N=C(c2ccc(O)cc2)CC1c1ccco1 (stereo not given)
→ -3	11	2	4	-10	-20	-12	20	3	3	5
CS(=O)(=O)N(CC(=O)N1CCc2ccccc2C1)Cc1ccc(Cl)cc1
→ 14	20	-3	3	22	17	5	2	7	-1	4
O/N=C1/C2C3C(Br)C4C5CC(C1C53)C24 (stereo not given)
→ -40	13	-5	-4	3	9	0	-11	0	-14	0
COc1ccc(OCc2cc(C(=O)N(Cc3nccn3C)C(C)C)no2)c2ccccc12
→ -33	-51	21	-72	-40	-21	9	-25	-27	0	3
CC(C)C(OC(=O)c1ccco1)C(=O)NCc1ccco1 (stereo not given)
→ 6	-11	1	5	-4	4	-4	3	8	0	12
COc1ccc(CNC(=O)CN2CCN(c3cccc(C)c3C)CC2)cc1
→ 2	8	10	-43	-12	-2	9	-12	4	-2	-4
COc1ccc(/C=C/C(=O)c2cccc(-n3cnnn3)c2)cc1O
→ -12	-9	-7	-1	7	3	-1	2	18	-7	11
O=C(c1cccc(N2C(=O)C3C4C=CC(C4)C3C2=O)c1)N1CCN(c2ccccc2)CC1 (stereo not given)
→ -22	9	-1	-5	7	-3	-11	-6	-13	-6	0
CC(O)[C@@H](C(=O)N1CCNCC1)n1cc(CCCCN)nn1 (stereo not given in full)
→ 7	17	12	5	-21	-7	1	2	9	5	-8
CCOC(=O)C1=C(C)N=c2s/c(=C\c3ccc(OCC(=O)O)c(OC)c3)c(=O)n2C1c1ccc(OC)cc1 (stereo not given)
→ -22	-9	-4	-19	6	3	6	11	3	2	-7
COc1ccc(C(=O)N2CCN(S(=O)(=O)c3ccc(C)cc3C)CC2)cc1S(=O)(=O)N1CCOCC1
→ 11	-15	-8	-11	7	0	2	-4	6	6	4
CCOc1ccc(C(C(=O)NCC2CCCO2)N(Cc2cccc(OC)c2)C(=O)c2snc(C(N)=O)c2N)cc1 (stereo not given)
→ 21	3	38	-15	-10	-14	-13	12	11	-3	-3
O=S(=O)(O)c1cccc2cccc(Nc3ccccc3)c12
→ 7	-32	0	-12	10	-9	8	13	-4	-5	7
COc1cc(/C=C/C(=O)Nc2cccnc2)cc(OC)c1OC
→ 4	-20	-13	6	-3	1	-11	-21	-14	-2	2
C=CCOC(=O)C1=C[C@H](c2csc3ccccc23)C[C@H](OCCCCO)O1
→ -7	-14	-11	-8	13	10	9	6	-12	4	-2
COc1ccc(C2c3sc(=O)[nH]c3SC3C(=O)N(c4ccccc4)C(=O)C32)cc1 (stereo not given)
→ -12	-33	-4	-21	-2	-33	-14	-19	-9	3	-29
O=C(COC(=O)Cn1cnc2ccccc21)NCCC1=CCCCC1
→ -25	-14	-1	5	-13	3	4	-2	3	8	-6
CN1CCN(C(=O)c2ccc(NS(=O)(=O)c3cccc([N+](=O)[O-])c3)cc2)CC1
→ 17	0	3	2	-26	-15	-16	-13	13	-4	-3
Cc1cccc(NC(=O)c2ccc(N3C(=O)C4C5C=CC(C6CC56)C4C3=O)cc2)c1 (stereo not given)
→ -13	-2	5	-16	8	24	4	-7	6	2	-6
CCOC(=O)c1ccc(N2C(=O)c3n[nH]c(C)c3C2c2ccc(O)cc2)cc1 (stereo not given)
→ -39	-22	-5	-18	-6	-17	3	12	4	2	-1
NC(=S)N/N=C/c1c[nH]c2ccccc12
→ 14	-8	1	5	2	-8	-4	2	3	-1	-3
Cc1ccccc1CSc1nsc(N)n1
→ 15	·	0	-17	-10	-4	3	-31	·	-7	-5
Cc1noc(C)c1CSc1nnc(-c2ccccc2)n1Cc1ccco1
→ 10	-9	1	-11	8	-6	-13	-5	-13	3	0
CCOc1cc(S(=O)(=O)N2CCC(c3nc4ccccc4s3)CC2)c(OCC)cc1S(=O)(=O)N1CCCCC1
→ -16	-16	-2	6	2	12	2	5	6	6	0
O=C(CSc1nnc(NC(=O)c2ccco2)s1)Nc1ccc(F)cc1
→ -3	-30	-1	-43	0	-38	-4	-5	6	-24	-3
COc1cc(OC)c2c(C)cc(=O)oc2c1C(CCN1CCOCC1)c1ccc(N(C)C)cc1 (stereo not given)
→ -9	5	1	2	12	0	-7	11	-14	6	1
COc1ccc(-c2nn(-c3ccccc3)cc2C(=O)N(C)C)cc1
→ -2	6	-3	-4	4	-5	-12	0	-9	-3	3
Cc1cnc(NC(=O)c2ccc3c(c2)C(=O)N(Cc2cccnc2)C3=O)s1
→ -28	-3	3	-23	2	-12	9	-8	-2	-17	-3
O=C(NCc1ccco1)c1ccccc1NC(=O)C1CC(=O)N(c2ccc(Cl)cc2)C1 (stereo not given)
→ 10	-10	-2	-7	-8	12	0	1	8	1	1
O=C(Oc1cccc(C(=S)N2CCOCC2)c1)c1ccc([N+](=O)[O-])cc1
→ 9	3	6	8	13	33	-1	25	-28	4	-4
COc1cccc(OCc2nn3c(=O)c(-c4ccccc4)nnc3s2)c1
→ -4	-19	6	11	-11	-16	0	-3	0	0	1
CC1(N2CCOCC2)C(=O)c2ccccc2C1=O
→ -10	2	-2	-20	15	-5	-8	-2	-20	12	-6

Following part
Sequence of screens – NR5A2 inv ag	SRC2 inh	Granule exo inh	NCOA1 inh	SRC3 inh	TROY signal inh	NOD2-RIPK2 inh	TWEAK-Fn14 inh	NR2F2 inh	TLR9-MyD88 block	ABHD5 PLIN5 PPI
Cn1cc(C(C[N+](=O)[O-])c2ccccc2)c2ccccc21 (stereo not given)
→ -14	-14	3	-10	12	1	-13	33	6	-14	3
Cc1cnc(C(=O)OCC(=O)c2ccccc2)cn1
→ 0	-11	9	8	2	-17	-15	-4	0	0	-7
O=C(Cn1c(=O)oc2ccccc21)Nc1ccccc1N1CCOCC1
→ -24	10	0	-8	9	6	13	-14	3	-2	1
Cc1cc2ccccc2c(=O)n1CC(=O)N1CCN(c2cccc(Cl)c2)CC1
→ 1	-21	0	-17	18	-7	0	6	9	4	-6

An excerpt (hit frequency here may not be typical).
